# Compound activity as filed in PubChem.
# PKA-R2B act: activates the human PKA-R2B holoenzyme complex. PKA-R2B holoenzyme dissociation, Cy5-IP20 fluorescence polarization; R2B truncated from residue 108, S112A mutant; 0% DMSO only, 100% 113 µM cGMP. activation, % at 11.4 µM. 340,000 tested, 0.079% active. AID 504700;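 active means activation above a cutoff set at the mean over all compounds plus 3 SD, cut at about 18% in these data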;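 further: higher means more holoenzyme dissociation and a rise in polarization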
# PvdQ inh: blocks Pseudomonas aeruginosa PvdQ acylase activity; 340,000 tested, 0.063% active; inhibition, % at 10 µM; purified PvdQ acylase, fluorescence plate reader; in the data active means inhibition above about 30%, passing the limit was not always enough;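 further: 0% = vehicle neutral wells and 100% = reference inhibitor wells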
# Arr AP2 block: blocks beta-arrestin peptide binding to AP2 adaptin; FITC-arrestin peptide / GST-AP2 beads, flow cytometry; AP2 beta2 appendage carries R879A mutation; inhibition, % at 10 µM; 340,000 tested, 0.31% active;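 active means inhibition above a set limit, near 3 SD of compounds lacking own fluorescence, cut at about 54% in these data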;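 further: plate controls were DMSO wells for no effect and 5 µM unlabelled arrestin peptide for full effect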
#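 Test system: GST-tagged AP2 beta2-adaptin appendage (R879A) on 4 µm glutathione beads; also added: fluorescein-tagged arrestin peptide at 50 nM final; timing: 12 min plus 1 h, RT; signal: flow cytometry, FL1 (488/535 nm); read-out: percent drop in bead-associated FITC signal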
# C-LANA FP: KSHV C-LANA DNA binding inhibition; 340,000 tested, 0.078% active; MBP-C-LANA/FAM-LBS DNA binding, fluorescence polarization; inhibition, % at 9 µM;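 active means highest replicate inhibition at or above 60% at 9 µM, even if other replicates fall short; inactive means all replicates below 60% inhibition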;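 further: 0% = neutral control wells and 100% = 4 µM acridine orange control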
# NSD2 inh: inhibitors of human histone methyltransferase NSD2. NSD2 peptide methylation, AlphaScreen, 120 min. inhibition, % at 12.5 µM. 310,000 tested, 0.54% active; in the data active means inhibition above about 50%
# Keap1-Nrf2 PPI: inhibitors of human Keap1-Nrf2 protein-protein interaction; Q14145; Keap1 Kelch-Nrf2 peptide fluorescence polarization, 1536-well; inhibition, % at 9.4 µM; 340,000 tested, 0.15% active; in the data active means inhibition above about 12%;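 further: human Keap1 Kelch domain with fluorescein labeled Nrf2 9mer peptide probe; 0% = neutral control wells and 100% = peptide positive control; higher means more block of Keap1 binding to Nrf2 peptide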
# Target sequence (Q14145 whole entry, looked up, the tested form may be a part): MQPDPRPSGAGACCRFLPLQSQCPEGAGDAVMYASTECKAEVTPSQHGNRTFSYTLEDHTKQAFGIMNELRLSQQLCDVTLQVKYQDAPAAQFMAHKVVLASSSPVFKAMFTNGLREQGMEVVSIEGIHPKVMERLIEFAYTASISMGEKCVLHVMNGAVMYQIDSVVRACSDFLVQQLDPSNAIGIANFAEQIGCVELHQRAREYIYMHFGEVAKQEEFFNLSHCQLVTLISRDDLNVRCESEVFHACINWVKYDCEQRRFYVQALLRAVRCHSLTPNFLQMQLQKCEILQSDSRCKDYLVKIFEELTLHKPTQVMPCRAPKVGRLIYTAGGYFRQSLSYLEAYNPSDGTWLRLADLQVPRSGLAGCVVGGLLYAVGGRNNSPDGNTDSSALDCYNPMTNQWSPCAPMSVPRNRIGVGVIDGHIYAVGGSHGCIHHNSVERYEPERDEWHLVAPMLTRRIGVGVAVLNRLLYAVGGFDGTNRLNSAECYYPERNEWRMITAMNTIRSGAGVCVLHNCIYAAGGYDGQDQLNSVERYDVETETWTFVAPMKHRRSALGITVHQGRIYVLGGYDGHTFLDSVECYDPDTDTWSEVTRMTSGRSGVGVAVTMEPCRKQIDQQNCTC
# SR-BI DiI inh: inhibitors of mouse SR-BI mediated HDL lipid uptake | 320,000 tested, 0.96% active | ldlA[mSR-BI] CHO cells, DiI-HDL uptake fluorescence, 3 h | Q61009 | AID 488896 | inhibition, % at 12.5 µM;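 active means mean replicate inhibition of at least 70% and a set share of replicates each scoring 70 or more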;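 further: 0% = median of neutral control wells and 100% = median of positive control wells; values of inactives mirror those of a sister screen read the other way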
# Target sequence (Q61009 whole entry, looked up): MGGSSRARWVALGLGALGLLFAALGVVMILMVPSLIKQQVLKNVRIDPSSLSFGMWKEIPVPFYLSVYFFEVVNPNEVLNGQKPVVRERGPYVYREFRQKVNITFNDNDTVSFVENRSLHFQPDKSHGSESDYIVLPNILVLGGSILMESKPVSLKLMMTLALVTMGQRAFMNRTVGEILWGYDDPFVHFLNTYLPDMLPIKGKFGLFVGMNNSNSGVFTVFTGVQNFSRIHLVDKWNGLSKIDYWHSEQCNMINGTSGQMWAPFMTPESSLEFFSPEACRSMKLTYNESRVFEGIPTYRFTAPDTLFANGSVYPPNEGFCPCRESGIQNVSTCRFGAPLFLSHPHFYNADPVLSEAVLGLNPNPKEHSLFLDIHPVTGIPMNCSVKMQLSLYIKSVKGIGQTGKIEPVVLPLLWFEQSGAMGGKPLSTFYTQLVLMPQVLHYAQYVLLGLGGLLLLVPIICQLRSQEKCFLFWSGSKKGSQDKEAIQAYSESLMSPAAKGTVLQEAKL
# DAGLB inh: blocks human DAGLB lipase activity. HEK293T DAGLB membrane lysate, EnzChek fluorogenic substrate. inhibition, % at 5.17 µM. 340,000 tested, 0.059% active. AID 504411; in the data active means inhibition above about 34%;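 further: 0% = enzyme with vehicle and 100% = wells lacking enzyme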
# SR-BI uptake up: SR-BI HDL lipid transfer activation | AID 504775 | CHO ldlA[mSR-BI] cells, DiI-HDL uptake fluorescence, 3 h; 100 = double the neutral-control signal | activation, % at 12.5 µM | 320,000 tested, 0.096% active;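 active means mean replicate activation of at least 60% and every replicate at or above 60%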;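 further: 0% = median plate neutral-control signal and 100% = twice that signal; values of inactives mirror those of a sister screen read the other way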
#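 System: CHO ldlA[mSR-BI] cells / Medium: HEPES-buffered (25 mM, pH 7.4) F12 plus 0.5% BSA / Probe or stimulus: labelled HDL, 10 µg/mL / Doses: single compound concentration, delivered by pin transfer / Schedule: 3 h, 37 °C / Measured by: DiI fluorescence, bottom read / Measure: cell-associated DiI fluorescence as measure of HDL uptake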
# Cardiac RTF inh: cardiac RTF calcium desensitization; P19429+P45379; IANBD-labeled cardiac RTF, Ca2+ fluorescence; inhibition, % at 7.15 µM; 340,000 tested, 0.12% active;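 active means inhibition above the mean inhibition of all tested compounds plus 3 SD, cut at about 17% in these data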;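 further: assay run at fixed EC70 calcium of 1.6 mM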
# * hit, by the source's call; · = no result given.
SMILES,PKA-R2B act,PvdQ inh,Arr AP2 block,C-LANA FP,NSD2 inh,Keap1-Nrf2 PPI,SR-BI DiI inh,DAGLB inh,SR-BI uptake up,Cardiac RTF inh
CCOC(=O)C(/C=C(\C#N)C(=O)OCC)=C(/N)N1CCN(c2c(C)cccc2C)CC1,1,9,31,1.3,4,5,-7,5,7,-4
CCOC(=O)CSc1nc2cc(C(=O)N3CCC(C(N)=O)CC3)ccc2c(=O)n1C1CCCCC1,-7,-21,18,1.0,1,-6,-8,0,8,-7
CC(C)Cc1nc(N2CCN(C(=O)c3ccco3)CC2)c(C#N)c2c1CCCC2,4,-3,-22,0.0,1,-1,40,-6,-40,3
CCOc1ccc(N(CC(=O)N/N=C/c2cc([N+](=O)[O-])ccc2Cl)S(C)(=O)=O)cc1,0,-2,3,0.4,2,0,-1,3,1,-1
Cc1ccc(Cn2c(C3CCCN3c3nc(-c4cc(Cl)c(N)c(Cl)c4)cs3)nc3cc(Cl)c(Cl)cc32)cc1 (centres undefined),-2,-10,4,-0.4,·,4,-16,-11,16,-22
COC(=O)c1cn(Cc2ccccc2C)nn1,8,-5,-8,0.4,-1,-4,-23,-2,23,-7
COc1ccc(OCC(=O)NCCC2=CCCCC2)c([N+](=O)[O-])c1,-15,-7,-3,-2.4,1,2,-26,-4,26,0
COc1cc2c(c(OC)c1OC)-c1c(cc(OC)c(OC)c1OC)C[C@](C)(O)[C@@H](C)C2,-1,-13,-5,1.7,·,3,-27,-1,27,5
Cc1ccc(S(=O)(=O)N2CN(CC3CCCO3)c3nc4ccccc4nc32)c(C)c1 (centres undefined),7,-6,-1,0.0,0,1,2,-2,-2,-5
Cc1cc(C)n(-c2c(C)[nH]c3ccccc23)n1,-11,-16,2,-2.2,1,3,-4,1,4,-12
Cc1nn(C)c(C)c1S(=O)(=O)N1CCC(CO)(Cc2ccc(Cl)cc2)CC1,-6,-6,6,-0.6,-2,0,21,-4,-21,8
O=C(NCc1ccco1)c1cccc2c1C(=O)c1ccc(N3CCCC3)cc1S2(=O)=O,2,24,25,23,·,-8,6,-5,-6,-22
CN(C)c1ncnc2sc(-c3ccccc3)cc12,9,9,22,-0.1,-8,-7,33,-3,-33,-1
[O-]/C(=C(\C(=S)Nc1cccc2ccccc12)[n+]1ccccc1)c1cccs1,4,-5,-11,-1.1,3,-4,4,3,-4,-4
CCOC(=O)Cc1c(C)nc2c(C#N)c[nH]n2c1=O,5,-22,3,-0.8,6,-3,-16,0,16,-3

# Filtered by structure: those above containing a nitro group on carbon
SMILES,PKA-R2B act,PvdQ inh,Arr AP2 block,C-LANA FP,NSD2 inh,Keap1-Nrf2 PPI,SR-BI DiI inh,DAGLB inh,SR-BI uptake up,Cardiac RTF inh
CCOc1ccc(N(CC(=O)N/N=C/c2cc([N+](=O)[O-])ccc2Cl)S(C)(=O)=O)cc1,0,-2,3,0.4,2,0,-1,3,1,-1
COc1ccc(OCC(=O)NCCC2=CCCCC2)c([N+](=O)[O-])c1,-15,-7,-3,-2.4,1,2,-26,-4,26,0

# (continued)
SMILES,PKA-R2B act,PvdQ inh,Arr AP2 block,C-LANA FP,NSD2 inh,Keap1-Nrf2 PPI,SR-BI DiI inh,DAGLB inh,SR-BI uptake up,Cardiac RTF inh
O=C(O)/C(=C/c1ccc(Cl)c([N+](=O)[O-])c1)c1ccc(S(=O)(=O)N2CCCCC2)s1,-10,-10,-4,2.9,1,-6,-18,13,18,-6
NC(=O)C(c1ccc(Cl)cc1)c1ccc(Sc2ccc(Cl)cc2)nn1 (centres undefined),-7,7,20,1.9,1,1,-9,-3,9,-6
CC12CCC(=O)N1C(C(=O)Nc1cccc(S(=O)(=O)N3CCCCCC3)c1)CS2 (centres undefined),-4,12,-4,-0.2,-3,-5,45,1,-45,4
COCCn1c(N)c(Sc2ccc([N+](=O)[O-])cc2)c(=O)[nH]c1=O,-5,5,32,2.4,3,1,3,1,-3,5
COc1ccc(CNC(=O)C(C)N2C(=O)COc3ccc(C)cc32)c(OC)c1 (centres undefined),5,-5,2,0.0,1,-2,6,1,-6,1
CN(CC(=O)Nc1cccnc1)S(=O)(=O)c1ccccc1,-3,-17,-5,0.0,-2,0,-18,-1,18,-5
CCC(C)NC(=O)N1c2ccccc2Sc2ccccc21 (centres undefined),5,-10,3,10,-2,-5,11,-3,-11,-2
COc1cccc(C2CC(c3c(Cl)cccc3Cl)n3nc(N)nc3N2)c1 (centres undefined),14,14,-4,3.8,·,1,4,1,-4,4
Cc1cc2ccccn2c1C(=O)c1ccc(C#N)cc1,-11,-8,-19,1.9,1,-3,25,-1,-25,-7
CC1CC2=C(NC(=S)NC2c2ccc(F)cc2)/C(=C/c2ccc(F)cc2)C1 (centres undefined),-2,0,21,-0.7,·,-1,14,-8,-14,7
C/C(CCc1ccccc1)=N\NC(=O)CCc1ccccc1,-21,-16,-4,-0.4,-1,-3,-9,-7,9,-13
CCN(CC)S(=O)(=O)c1ccc(NC(=S)NC(=O)C2CCC2)cc1,5,-12,4,-0.8,0,0,15,-5,-15,-8
Cc1ccn(CCC(=O)N2CCCC(CCC(=O)N3CCN(c4ccccn4)CC3)C2)n1 (centres undefined),-2,-15,-5,0.0,0,0,-10,-3,10,-5
CC(C)c1cc(C(=O)Nc2ccc3c(c2)OCO3)no1,-7,-3,8,-0.4,·,-2,2,1,-2,-3
CC(C)Cc1nnc(NC(=O)CSc2ccccn2)s1,-2,9,-6,0.6,0,5,9,2,-9,6

# In the list so far, 5 have two or more sulfur atoms:
SMILES,PKA-R2B act,PvdQ inh,Arr AP2 block,C-LANA FP,NSD2 inh,Keap1-Nrf2 PPI,SR-BI DiI inh,DAGLB inh,SR-BI uptake up,Cardiac RTF inh
[O-]/C(=C(\C(=S)Nc1cccc2ccccc12)[n+]1ccccc1)c1cccs1,4,-5,-11,-1.1,3,-4,4,3,-4,-4
O=C(O)/C(=C/c1ccc(Cl)c([N+](=O)[O-])c1)c1ccc(S(=O)(=O)N2CCCCC2)s1,-10,-10,-4,2.9,1,-6,-18,13,18,-6
CC12CCC(=O)N1C(C(=O)Nc1cccc(S(=O)(=O)N3CCCCCC3)c1)CS2 (centres undefined),-4,12,-4,-0.2,-3,-5,45,1,-45,4
CCN(CC)S(=O)(=O)c1ccc(NC(=S)NC(=O)C2CCC2)cc1,5,-12,4,-0.8,0,0,15,-5,-15,-8
CC(C)Cc1nnc(NC(=O)CSc2ccccn2)s1,-2,9,-6,0.6,0,5,9,2,-9,6

# Next structures.
SMILES,PKA-R2B act,PvdQ inh,Arr AP2 block,C-LANA FP,NSD2 inh,Keap1-Nrf2 PPI,SR-BI DiI inh,DAGLB inh,SR-BI uptake up,Cardiac RTF inh
COc1ccc(Cl)cc1NC(=O)CCc1nnc2ccc(N3CCC4(CC3)OCCO4)nn12,-9,-6,-14,0.7,-4,-1,-19,-1,·,-5
CCCCCc1c(O)c2ccccc2[nH]c1=O,-1,6,28,-2.5,-2,-2,-6,1,6,2
CC1(C)CC(=O)C=C(c2ccc(Oc3ccccc3)cc2)C1,-3,-9,-1,-2.1,·,-6,25,-5,-25,9
CCC1CN(C(=O)N2CCC(C(=O)NCc3ccccc3C)CC2)c2ccccc2O1 (centres undefined),3,-16,4,-0.9,0,-2,51,-2,-51,0
CC(=O)Nc1ccc(CNC(=O)C[N+]2(C)CCOCC2)cc1,6,-17,7,-2.0,2,-3,4,-1,-4,-7
CC(C)(C)C1c2[nH]c3ccccc3c2CCN1CCCn1cccn1 (centres undefined),0,1,12,-2.8,1,-3,3,-1,-3,6
Cc1cccc(NC(=S)N2CCN(C(=O)c3ccco3)CC2)c1,1,-10,-2,-1.1,1,0,-10,-1,10,1
Nc1cc(=O)[nH]c(SCC(=O)Nc2ccc(Oc3ccccc3)cc2)n1,-7,-14,-1,1.8,0,-4,0,-1,0,-9
Cc1ccc(SCc2cn3cccnc3n2)cc1,2,-13,-14,-1.1,-1,-6,0,-3,0,-6
COc1cc(NC(=O)COc2ccccc2Cl)ccc1NC(=O)c1cccs1,8,7,9,-1.6,-2,-5,·,-4,·,7
O=C(CN1c2ccccc2Sc2ccccc21)N/N=C/c1ccc(Cl)cc1Cl,6,-2,28,0.0,0,-4,27,-2,-27,-4
O=C(NC1CCSc2ccccc21)c1cc([N+](=O)[O-])ccc1N1CCOCC1 (centres undefined),-1,-17,5,2.8,3,-2,5,-3,-5,-1
Cc1csc2c(=O)n3c(nc12)CCCCC3,-9,-7,-10,-0.1,1,0,10,-1,-10,1
CC1C=CCC2C(=O)N(c3cccc(C(=O)NCCc4ccccc4)c3)C(=O)C12 (centres undefined),-14,6,6,2.0,1,-1,37,-1,-37,-1
Cc1ccc(NC(=S)Nc2cccc3ccccc23)cc1F,6,-16,8,-1.2,1,3,24,-4,-24,3

# Random excerpt: two records from the list.
SMILES,PKA-R2B act,PvdQ inh,Arr AP2 block,C-LANA FP,NSD2 inh,Keap1-Nrf2 PPI,SR-BI DiI inh,DAGLB inh,SR-BI uptake up,Cardiac RTF inh
Cc1cccc(NC(=S)N2CCN(C(=O)c3ccco3)CC2)c1,1,-10,-2,-1.1,1,0,-10,-1,10,1
CCC1CN(C(=O)N2CCC(C(=O)NCc3ccccc3C)CC2)c2ccccc2O1 (centres undefined),3,-16,4,-0.9,0,-2,51,-2,-51,0

# Next part.
SMILES,PKA-R2B act,PvdQ inh,Arr AP2 block,C-LANA FP,NSD2 inh,Keap1-Nrf2 PPI,SR-BI DiI inh,DAGLB inh,SR-BI uptake up,Cardiac RTF inh
Nc1ncnc2nc(SCCc3ccccc3)[nH]c12,-4,-22,-4,0.0,-4,-5,0,2,0,-7
COc1cccc(C2C(C#N)=C(N)Oc3cc(C)[nH]c(=O)c32)c1OC (centres undefined),2,-10,0,-1.7,-4,-10,-7,1,7,-21
Nc1c(N(Cc2ccccc2)C(=O)COc2cccc(Cl)c2)c(=O)[nH]c(=O)n1Cc1ccccc1,-9,-14,-4,-1.8,0,-6,-7,13,7,-3
COc1ccc(OC)c(NC(=O)Cn2cccc2)c1,-2,-4,7,-1.3,2,-3,4,-3,-4,-3
CNC(=O)/C(C#N)=C/c1c(N2CCCCCC2)nc2ccccn2c1=O,-1,-18,-13,-2.2,3,-3,-12,-6,12,-4
CN(/C(=N/S(=O)(=O)c1cccs1)c1ccccc1)c1ccc(O)cc1,-10,-9,-1,1.1,2,-2,·,-2,·,-3
CCc1nc2ccc(C(=O)N3CCN(c4cccc(C(F)(F)F)c4)CC3)cc2nc1CC,1,-2,-5,0.1,-1,-1,26,-16,-26,6
COc1ccc(NC(=O)C(c2cc3c(cc2[N+](=O)[O-])OCO3)N(C)C)cc1 (centres undefined),-4,-4,13,0.0,9,3,3,-2,-3,-1

# Single entries from the results shown.
# COc1cc(NC(=O)COc2ccccc2Cl)ccc1NC(=O)c1cccs1 | PvdQ inh = 7
# Cc1ccc(S(=O)(=O)N2CN(CC3CCCO3)c3nc4ccccc4nc32)c(C)c1 (centres undefined) | Cardiac RTF inh = -5
